CHO-K1 Ca ag: counter-screen for M1 agonists: effect in parental CHO-K1 cells; Fluo-8 calcium fluorescence; scaled to maximal ATP response, vehicle zero; activation, % at 3 µM; 0.48% of 360,000 active; in the data active means activation above about 15%;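 further: untransfected CHO-K1 host cells lacking M1 receptor as counterscreen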
CHO parental Ca: ATP-evoked calcium signal inhibitors, parental CHO, primary screen, counter-screen for OX1R antagonist project, cell-based, fluorescence, Fluo-8 calcium dye. parental CHO-K1, ATP-induced calcium, Fluo-8 fluorescence. inhibition, % at 5.6 µM. AID 463079, 2010. 0.63% of 330,000 active;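 active means inhibition above that plate's mean sample inhibition plus 3 SD, cut at about 26% in these data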;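 further: 0% = ATP-challenged DMSO wells and 100% = DMSO wells without ATP; some compounds past the cut are filed as inactive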
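Assay system: parental CHO cells; Read-out basis: percent inhibition of ATP-evoked calcium rise, normalized to controls; Benchmarks: ATP and no-ATP DMSO wells; Compound dosing: single nominal dose of 5.6 µM per compound; Signal: Fluo-8 calcium dye fluorescence; Also added: ATP as calcium-mobilizing challenge; Repeats: singlicate.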
TAAR1 ag: human TAAR1 agonists, primary screen, Fluo-8 calcium fluorescence, CHO RD-HGA16 cells; AID 624467, 2012; 0.99% of 360,000 active; Trace amine-associated receptor 1 (Homo sapiens), Q96RJ0; vehicle wells 0%, saturating PEA agonist 100%; activation, % at 3 µM;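 active means activation above the mean activation of all test compounds in the run plus 3 SD, cut at about 38% in these data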
Target sequence (Q96RJ0 whole entry, looked up): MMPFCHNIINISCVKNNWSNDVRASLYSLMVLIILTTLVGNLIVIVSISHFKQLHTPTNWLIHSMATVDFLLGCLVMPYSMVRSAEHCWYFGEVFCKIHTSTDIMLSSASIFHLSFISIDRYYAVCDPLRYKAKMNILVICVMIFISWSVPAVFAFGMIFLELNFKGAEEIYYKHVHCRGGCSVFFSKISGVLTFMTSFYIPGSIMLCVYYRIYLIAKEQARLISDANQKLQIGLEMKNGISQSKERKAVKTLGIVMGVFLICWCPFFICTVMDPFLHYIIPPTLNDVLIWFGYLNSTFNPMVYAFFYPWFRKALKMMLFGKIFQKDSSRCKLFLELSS
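Test system: RD-HGA16 (CHO) cells co-expressing Gα16 and hTAAR1 | Doses: Single dose, 3 µM | Schedule: 17-24 h seeding, 75 min 37 °C dye, 30 min RT | Evaluation: % activation from peak over basal fluorescence ratio, DMSO-to-PEA scaled | Technique: Kinetic Fluo-8 calcium fluorescence | Benchmarks: Low control DMSO, high control PEA (EC100)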
M1 PAM: human M1 muscarinic receptor positive allosteric modulators, primary screen, CHO-K1 cells, Fluo-8 calcium fluorescence, 1536-well; 0.088% of 360,000 active; activation, % at 3 µM; CHO-K1 hM1, ACh EC20; 0% = ACh EC20, 100% = maximal ACh; in the data active means activation above about 19%, passing the limit was not always enough
Target sequence (P11229 whole entry, looked up): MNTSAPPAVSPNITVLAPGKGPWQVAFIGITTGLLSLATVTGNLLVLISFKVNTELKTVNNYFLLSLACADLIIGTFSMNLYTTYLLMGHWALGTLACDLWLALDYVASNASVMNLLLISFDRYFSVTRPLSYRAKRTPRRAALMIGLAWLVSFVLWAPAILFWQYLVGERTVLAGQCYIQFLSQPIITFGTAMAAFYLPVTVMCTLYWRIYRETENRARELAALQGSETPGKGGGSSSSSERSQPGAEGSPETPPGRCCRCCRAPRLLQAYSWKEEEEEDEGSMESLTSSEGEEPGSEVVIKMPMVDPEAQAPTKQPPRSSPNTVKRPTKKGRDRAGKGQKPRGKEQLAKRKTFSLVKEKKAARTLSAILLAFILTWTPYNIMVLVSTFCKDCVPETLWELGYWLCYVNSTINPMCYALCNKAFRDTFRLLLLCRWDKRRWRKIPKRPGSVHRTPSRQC
CHO-K1 Ca antag: counter-screen for M1 antagonists: effect in parental CHO-K1 cells; ATP-induced calcium, Fluo-8 fluorescence; 0.6% of 360,000 active; inhibition, % at 3 µM;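 active means inhibition above a per-plate cutoff, the plate's mean sample inhibition plus 3 SD, cut at about 24% in these data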;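 further: 0% = DMSO plus EC80 ATP and 100% = DMSO alone without ATP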
CHRM1 antagonist: human M1 muscarinic receptor antagonists, primary screen, CHO-K1 cells, Fluo-8 calcium fluorescence, 1536-well. 1.3% of 360,000 active. inhibition, % at 3 µM. CHO-K1 hM1, ACh EC80 antagonist. Muscarinic acetylcholine receptor M1 (Homo sapiens), P11229;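 active means percent inhibition above its own plate's cutoff, namely the mean of that plate's compound wells plus 3 SD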;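 further: peak over basal fluorescence ratio during 140 s after agonist addition; 0% = ACh EC80 plus DMSO and 100% = DMSO alone without agonist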
TAAR1 antag: human TAAR1 antagonists, primary screen, Fluo-8 calcium fluorescence, CHO RD-HGA16 cells. AID 624466, 2012. antagonist. inhibition, % at 3 µM. 1.5% of 360,000 active. Trace amine-associated receptor 1 (Homo sapiens), Q96RJ0;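 active means inhibition above a per-plate cutoff, the mean inhibition of test compounds on that plate plus 3 SD, cut at about 49% in these data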;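 further: 0% = DMSO plus EC80 beta-PEA response and 100% = DMSO alone without agonist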
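Test system: CHO RD-HGA16 cells bearing hTAAR1 | Reagent: β-PEA, EC80 | Compound dosing: 3 µM, single point | Schedule: Dye loading 75 min at 37 °C, then 30 min room temperature | Signal: Calcium fluorescence with Fluo-8 | Evaluation: Percent inhibition of PEA-evoked calcium signal, max/basal emission ratio | Control set: DMSO-only wells and EC80 β-PEA-stimulated wells | Repeats: Singlicate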
M1 PAM parental: nonselective calcium activators in parental CHO-K1 cells, primary screen, counter-screen for M1 PAM project, cell-based, Fluo-8 calcium fluorescence, full deck, 1536-well | AID 602247, 2012 | 0.02% of 360,000 active | activation, % at 3 µM | ATP EC20; 0% at ATP EC20, 100% at ATP max;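 active means activation above the run cutoff, the mean activation of all test compounds plus 3 SD, cut at about 40% in these data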;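 further: peak over basal fluorescence ratio in a 140 s read after ATP addition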
M1 ag: human M1 muscarinic receptor agonists, primary screen, Fluo-8 calcium fluorescence, CHO-K1 cells, HTS. Muscarinic acetylcholine receptor M1 (Homo sapiens), P11229. 0.33% of 360,000 active. activation, % at 3 µM. CHO-K1 hM1, agonist mode; 0% DMSO, 100% acetylcholine EC100. AID 588814, 2011;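 active means activation above the run's mean compound activation plus 3 SD, cut at about 16% in these data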;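 further: peak over basal fluorescence ratio within a 140 s kinetic read after compound addition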
The depositor's hits bear a star; . = not tested or not shown; & = joins results of further samples.

SMILES	CHO-K1 Ca ag	CHO parental Ca	TAAR1 ag	M1 PAM	CHO-K1 Ca antag	CHRM1 antagonist	TAAR1 antag	M1 PAM parental	M1 ag
CC(C)c1ccc(NC(=O)CSc2nnc(-c3ccccn3)n2C)cc1	-0.2	-21	1	1	1	8	-7	-1	-4
O=C(Nc1cccc(S(=O)(=O)NC2=NCCC2)c1)c1c(F)cccc1Cl	-0.2	2	1	2	23	-7	-1	-16	-2
O=C1CN(C(=O)c2cccc(F)c2)C(c2ccc(F)cc2)c2cc(F)ccc2N1 (stereo not given)	1.1	-20	2	-1	-8	2	-9	0	-8
CC(=O)C1=C(O)CCCC1=NCc1nc2ccccc2[nH]1	0.2	2	2	1	0	3	-28	1	-4
O=C(NCc1ccc(F)cc1)c1cccc2c1C(=O)c1ccc(N3CCOCC3)cc1S2(=O)=O	4.5	-18	36	-7	-3	8	55*	-7	1
O=C(N/N=C/c1cc(Br)cc([N+](=O)[O-])c1O)c1ccc(NC(=O)c2ccc(F)cc2)cc1	0.2	-1	-4	4	-9	-8	10	8	-2
CCc1nn(CC(=O)N2CCN(CC)CC2)c(=O)c2cc3sccc3n12	0.5	-7	1	1	12	4	7	-9	-3
CCOC(=O)C1=C(Cc2ccc(Cl)cc2)C(=O)c2ccccc2C1=O	5.4	-7	.	2	-2	19	.	6	7
CN(Cc1ncc[nH]1)C(=O)c1cc(COc2c(F)cccc2F)on1	0.3	-10	1	0	0	-3	-7	11	-7
Cc1ccc(-c2nc3c(Cl)cc(C(F)(F)F)cn3c2Cc2ccsc2)cc1	-0.2	.	-1	.	-6	.	13	-1	.
CC(=O)NCCC(=O)N1CCc2c([nH]c3ccccc23)C1c1cccc(Cl)c1 (stereo not given)	2.1	-1	15	13	-6	-10	4	22	-8
N#CC(C(=O)NC1CCCCC1)=C1CCCCC1	0.1	-7	2	0	-3	-8	-15	14	-6
CC1CCN(C(=O)COC(=O)c2cccc(NS(=O)(=O)c3ccccc3)c2)CC1	6.1	-26	4	-2	0	-2	-12	-20	-4
CNC(=O)NC(=S)NC(=O)c1ccccc1Cl	-0.1	-8	4	10	4	-10	17	5	-4
CCOC(=O)c1cc2cc3ccccc3cc2[nH]1	2.4	6	16	-7	1	27	-5	3	0
CCOc1cccnc1Sc1ccccc1	1.2	-12	8	5	-8	-6	-16	12	-5
CC(=O)c1cccc(NC(=O)CCC(=O)c2ccc(F)cc2)c1	0.6	.	0	6	2	-4	-12	-10	-3
CCC(=O)N1c2ccc(S(=O)(=O)CCC(=O)NCc3cccs3)cc2CC1C (stereo not given)	0.1	-15	3	-1	-2	12	-15	-3	-3
O=C(c1cccc(-c2nnc(-c3ccccc3)o2)c1)N1CCCCCC1	3.1	-16	7	2	-1	-1	15	6	-1
COc1ccc(/C=N/n2cnnc2)cc1COc1ccccn1	0.8	-11	4	6	-6	-4	9	9	-6
CC(C)CCNC(=O)C1CCCN(S(=O)(=O)c2ccc(-n3cnnn3)cc2)C1 (stereo not given)	0.5	-2	2	13	6	-4	4	-1	7
COc1ccc(CNC[C@@H](CCCCN(C)Cc2ccc(OC)cc2)N2C[C@H](c3ccccc3)N(CCc3ccc(Cl)c(Cl)c3)C(=O)C2=O)cc1	30*	19	.	-5	-3	7	.	4	21*
COc1cc2[nH]c(=S)nc(NCCC(C)C)c2cc1OC	2.0	-11	3	10	-14	-6	3	24	-9
CCOC(=O)C1=C(C)NC(SCC(N)=O)=C(C#N)C1c1ccncc1 (stereo not given)	0.1&0.5	4	1&7	7&3	-8&-6	-12&-1	-27&7	16&15	-3&-4
CN(C)C(CNC(=O)c1ccc2ccccc2c1)c1ccco1 (stereo not given)	0.0	-22	5	-9	-11	21	-19	-14	-8
SMILES	CHO-K1 Ca ag	CHO parental Ca	TAAR1 ag	M1 PAM	CHO-K1 Ca antag	CHRM1 antagonist	TAAR1 antag	M1 PAM parental	M1 ag
O=C(N=Nc1c(O)[nH]c2ccc(F)cc12)C1COc2ccccc2O1 (stereo not given)	1.4	-12	5	18	-13	-19	-24	9	-2
CCc1nnc(NS(=O)(=O)c2ccc(NC(=O)OC)cc2)s1	1.8	1	1	4	-35	-4	16	24	-2
Cc1ccc(-c2cc3nc4c(c(=O)n3[nH]2)CCCC4)cc1	0.8	-12	0	4	-7	-8	-12	18	-2
CCCC(=O)Nc1nnc(SCC(=O)Nc2ccc3c(c2)OCCO3)s1	1.1	-7	0	4	-7	-7	-36	12	0
Cc1ccccc1S(=O)(=O)NCc1cccnc1	-0.2	-2	2	6	18	-11	-6	-10	-5
CCOC(=O)c1ccc(N2C(=O)CC(NC3CCN(C(=O)c4ccc(F)cc4)CC3)C2=O)cc1 (stereo not given)	-0.1	-7	1	0	2	-5	-7	5	-5
COc1ccccc1NC(=O)Nc1nc(CC(=O)Nc2cc(F)ccc2F)cs1	5.0	-3	11	-4	-5	5	60*	7	-2
CCOc1ccc(CCNC(=O)c2cc3sc(Cl)cc3n2C)cc1OCC	-0.3	-30	8	6	2	-10	16	6	-2
CCN1CCN(C(=O)C(C)Sc2nc3nc(C)cc(C)n3n2)CC1 (stereo not given)	0.9	3	1	4	-17	-5	-26	23	-6
CCOc1ccc(OCCC(=O)N(CCC(C)C)c2c(N)n(Cc3ccccc3)c(=O)[nH]c2=O)cc1	0.3	-10	0	6	-6	-17	-2	5	1
Cc1ccc(S(=O)(=O)N2CCC(C(=O)OCC(=O)N(C)C3CCS(=O)(=O)C3)CC2)cc1C (stereo not given)	0.9	4	3	6	-5	-12	-19	13	-8
Cc1cc(C)nc(Nc2nc3ccccc3o2)n1	1.6	-15	1	7	-13	-15	3	16	-5
CC/C(=N\NC(=O)c1ccc(N2CCCC2=O)cc1)c1ccccc1	1.4	-2	-2	14	-24	-22	5	26	-2
O=C(CCN1C(=O)/C(=C\c2cccs2)SC1=S)Nc1ccc(C(=O)O)cc1	0.9	-1	3	6	-4	-1	19	1	-3
CCOc1ccc2[nH]c(=O)c(CN(CCN3CCOCC3)Cc3nnnn3C(C)(C)CC)cc2c1	0.6	-17	-1	5	-20	-32	-5	21	-6
Cc1cc(C)n(-c2ccc(C(=O)Nc3ccc4c(c3)OCO4)cc2)n1	0.9	-11	14	1	6	2	3	2	-5
CCCCNC(=O)C1(C)CCCCN1C(=O)c1cccc(OC(F)(F)F)c1 (stereo not given)	-0.5	.	0	-4	11	8	-12	-14	-2
OCC1(CCOc2ccccc2)CCN(Cc2ccncc2)CC1	0.2	-15	0	-5	0	17	3	-8	-7
Cc1ccc(/C=C2\SC(=O)N(CCC(=O)N3CCN(C)CC3)C2=O)cc1	6.9	-6	-2	2	-13	1	-7	4	-5
CC1CCCC(NC(=O)c2ccc(CNc3c(N4CCCC4)c(=O)c3=O)cc2)C1C (stereo not given)	0.1	5	-1	15	-5	-23	2	11	-5
CN(C(=O)c1ccc(NC(=O)Cc2ccc(NC(=O)C3CCN(S(=O)(=O)c4cccc([N+](=O)[O-])c4)CC3)cc2)cc1)C1CCCC1	0.1	.	1	3	0	1	-17	-4	-2

Three structures out of the list, sorted by molar mass, smallest number first.
SMILES	CHO-K1 Ca ag	CHO parental Ca	TAAR1 ag	M1 PAM	CHO-K1 Ca antag	CHRM1 antagonist	TAAR1 antag	M1 PAM parental	M1 ag
CCc1nnc(NS(=O)(=O)c2ccc(NC(=O)OC)cc2)s1	1.8	1	1	4	-35	-4	16	24	-2
CC1CCCC(NC(=O)c2ccc(CNc3c(N4CCCC4)c(=O)c3=O)cc2)C1C (stereo not given)	0.1	5	-1	15	-5	-23	2	11	-5
CN(C(=O)c1ccc(NC(=O)Cc2ccc(NC(=O)C3CCN(S(=O)(=O)c4cccc([N+](=O)[O-])c4)CC3)cc2)cc1)C1CCCC1	0.1	.	1	3	0	1	-17	-4	-2

Structures from the list above with a Cl atom:
SMILES	CHO-K1 Ca ag	CHO parental Ca	TAAR1 ag	M1 PAM	CHO-K1 Ca antag	CHRM1 antagonist	TAAR1 antag	M1 PAM parental	M1 ag
O=C(Nc1cccc(S(=O)(=O)NC2=NCCC2)c1)c1c(F)cccc1Cl	-0.2	2	1	2	23	-7	-1	-16	-2
CCOC(=O)C1=C(Cc2ccc(Cl)cc2)C(=O)c2ccccc2C1=O	5.4	-7	.	2	-2	19	.	6	7
Cc1ccc(-c2nc3c(Cl)cc(C(F)(F)F)cn3c2Cc2ccsc2)cc1	-0.2	.	-1	.	-6	.	13	-1	.
CC(=O)NCCC(=O)N1CCc2c([nH]c3ccccc23)C1c1cccc(Cl)c1 (stereo not given)	2.1	-1	15	13	-6	-10	4	22	-8
CNC(=O)NC(=S)NC(=O)c1ccccc1Cl	-0.1	-8	4	10	4	-10	17	5	-4
COc1ccc(CNC[C@@H](CCCCN(C)Cc2ccc(OC)cc2)N2C[C@H](c3ccccc3)N(CCc3ccc(Cl)c(Cl)c3)C(=O)C2=O)cc1	30*	19	.	-5	-3	7	.	4	21*
CCOc1ccc(CCNC(=O)c2cc3sc(Cl)cc3n2C)cc1OCC	-0.3	-30	8	6	2	-10	16	6	-2
